Compound activity deposited in PubChem BioAssay by ICCB-Longwood Screening Facility, Harvard Medical School.
PV pol inh – poliovirus RNA polymerase inhibition. % elongation, % (compound at 16.7 µg/mL). 150,000 compounds, 0.66% hits. poliovirus polymerase elongation, fluorescence polarization; stronger effect = lower value. P03300; in the data active = % elongation below about 90%; also: some results filed as inactive read as strong as hits
Target sequence (P03300 1749-2209 limits assumed): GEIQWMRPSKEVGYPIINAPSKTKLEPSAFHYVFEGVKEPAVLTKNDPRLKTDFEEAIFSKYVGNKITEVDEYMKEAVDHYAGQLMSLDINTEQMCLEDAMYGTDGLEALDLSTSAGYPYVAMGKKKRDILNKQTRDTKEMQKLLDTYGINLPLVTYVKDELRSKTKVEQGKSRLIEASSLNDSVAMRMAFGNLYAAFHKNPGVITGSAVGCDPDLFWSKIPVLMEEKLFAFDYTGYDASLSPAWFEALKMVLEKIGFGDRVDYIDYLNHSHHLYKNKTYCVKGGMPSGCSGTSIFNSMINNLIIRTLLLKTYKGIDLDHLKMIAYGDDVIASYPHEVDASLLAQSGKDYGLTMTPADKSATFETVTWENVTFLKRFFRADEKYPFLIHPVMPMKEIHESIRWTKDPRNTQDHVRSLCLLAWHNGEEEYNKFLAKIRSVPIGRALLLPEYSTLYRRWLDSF
PV pol inh FP z-score – further read-out of PV pol inh, marked with its call; z-score; measured here: FP z-score; hits read low
Numbers without * were called inactive.

SMILES | PV pol inh | PV pol inh FP z-score
COc1ccc(C2NC(=O)CS2)cc1 (stereo not drawn) | 103 | 0.5
COc1ccccc1CNS(=O)(=O)c1cccs1 | 102 | 0.2
COc1ccccc1N1C(=O)CC(SCC(=O)Nc2ccccc2)C1=O (stereo not drawn) | 102 | 0.4
CCCOC(=O)C(C)n1nnc2sc(-c3ccccc3)cc2c1=O (stereo not drawn) | 120 | 2.1
CN(Cn1nc(Nc2ccccc2F)sc1=S)C1CCCCC1 | 98 | -0.7
COc1cccc(NC(=O)c2sc3nc(C)c(C(=O)Nc4ccc(C)cc4C)c(-c4ccco4)c3c2N)c1 | 110 | 1.5
COCc1cn2ccccc2n1 | 101 | -0.2
COCCN(Cc1ccco1)C(=O)Cn1ncc2c([nH]c3ccccc32)c1=O | 96 | -2.3
CC(=O)N1c2ccc(S(=O)(=O)NCC3CCC(C(=O)Nc4ccc(F)cc4)CC3)cc2CC1C (stereo not drawn) | 104 | 0.3
O=C(CSc1nnc(C2CCCCC2)o1)NN1C(=O)NC2(CCCCC2)C1=O | 103 | -0.1
COc1cccc(NC(=O)CC(C)NCc2nc3ccccc3[nH]2)c1 (stereo not drawn) | 103 | 0
CCN(C(=O)c1ccco1)c1nc(-c2ccccc2)cs1 | 102 | 0.3
CCN1C2=C(C(=O)CC(C)(C)C2)C(c2ccc(OC)cc2)C2=C1CC(C)(C)CC2=O | 103 | 0.3
CCOc1ccc(NC(=O)Cn2cc(C(=O)c3ccc(OC)cc3)c(=O)c3cc4c(cc32)OCO4)cc1 | 104 | 0
NC(=O)c1ccc(Nc2nc(=S)[nH]c3ccccc23)cc1 | 103 | 0.6
COc1ccc(NC(=O)c2cc3c(-c4ccccc4F)nn(C)c3s2)c(OC)c1 | 107 | 0.5
OCC(O)Cn1c(COc2ccccc2)nc2ccccc21 (stereo not drawn) | 103 | 0.6
CCCc1cc(N2CCCCC2)n2c(nc3ccccc32)c1C#N | 103 | 0.2
Cc1nc(=S)[nH]c(C)c1CCC(=O)O | 102 | 0
CC(C)Nc1nc(NC(C)C)nc(Oc2ccc(=O)[nH]n2)n1 | 103 | 0.4
Cn1c(=O)cc(SCC(=O)N2CCN(c3ccccc3F)CC2)c2ccc(Cl)cc21 | 105 | 0.3
O=C(COC(=O)c1cc(Br)ccc1O)NCc1ccccc1 | 100 | -0.6
Cc1cc(C)n2c(nc(=O)c3ccccc32)c1C#N | 99 | -0.1
N#CCCNc1ccccc1 | 106 | 0.5
c1ccc2c(c1)nc1n2CCC1 | 101 | -0.1
CC(C)OC(=O)/C(C#N)=C/c1ccco1 | 48 | -7.3
O=C(c1ccc(C(F)(F)F)cc1)N1CCC(c2noc(-c3ccc(S(=O)(=O)N4CCCC4)cc3)n2)CC1 | 107 | 0.2
Cc1cccc(N2CCN(C(=O)CCCn3ncn4c(cc5occc54)c3=O)CC2)c1C | 109 | 0.5
CCc1ccc2[nH]c(=O)c(C(c3nnnn3C(C)(C)C)N3CCc4ccccc43)cc2c1 (stereo not drawn) | 100 | -0.1
COc1cc(Nc2cnn(-c3nc4ccccc4s3)c(=O)c2Cl)cc(OC)c1 | 104 | 0.7
CC(C)=NNC(=O)C(NC1CCCCC1)c1ccccc1 (stereo not drawn) | 99 | -0.1
Cc1ccc(-c2nc(S(=O)(=O)c3ccc(C)cc3)c(N3CCCCC3)o2)cc1 | 105 | 0.1
COc1ccc(C2=CSC3=NS(=O)(=O)CCN23)cc1Cl | 107 | 0.4
CC(C)c1cc(C(=O)O)on1 | 105 | 0.6
COc1ccc(NC(=O)N2CC(C)OC(C)C2)c(OC)c1 (stereo not drawn) | 103 | 0.2
COc1ccccc1N(CC(=O)NCC1CCCO1)S(=O)(=O)c1ccc(C)cc1 (stereo not drawn) | 100 | -0.3
COc1cc(OC)c(NC(=O)c2ccc3c(c2)N(Cc2ccc(C)cc2)CCS3)cc1Cl | 106 | 0.5
CCOc1cccc(C2Oc3nc(SC)nnc3-c3ccccc3N2C(C)=O)c1OC (stereo not drawn) | 111 | 0.1
CC(N=Cc1nc2ccccc2n1C)C12CC3CC(CC(C3)C1)C2 (stereo not drawn) | 101 | -0.5
CCCNC(=O)CCC(=O)N1Cc2ccccc2Oc2ncccc21 | 113 | 1.1
COc1ccc(C(=O)NCCn2cc(SCc3c(F)cccc3Cl)c3ccccc32)cc1 | 103 | -0.6
C=CCNC(=O)C1CC(=O)N(c2ccc(OCC(=O)Nc3cc(C)cc(C)c3)cc2)C1 (stereo not drawn) | 108 | 0.6
C=CCOc1c(Br)cc(CNCCCN2CCOCC2)cc1OC | 99 | -0.7
Cc1ccc(-c2csc3nc(CNCCN(C)C)[nH]c(=O)c23)cc1 | 108 | 0.6
COCCN=c1scc(-c2ccco2)n1/N=C/c1ccc(OC)cc1 | 112 | 1.3
CCOc1ccc(C(=O)NC2CC(=O)N(c3ccc(C)cc3)C2)cc1OCC (stereo not drawn) | 109 | 0.6
COc1cccc2c1Oc1ncccc1N(C(=O)CCC(=O)NCc1ccc(N(C)C)cc1)C2 | 110 | 0.5
CC(C)(C)NC(=O)CSc1nc(C(F)(F)F)cc(=O)[nH]1 | 98 | -0.1
Cc1cccc(N2CCN(C(=O)CN3C(=O)c4ccccc4C3=O)CC2)c1C | 98 | -0.4
CN(CCC#N)S(=O)(=O)c1ccc2[nH]cc(C(=O)O)c(=O)c2c1 | 102 | 0
O=C(c1ccccc1)n1nc(-c2ccco2)nc1NCc1ccccc1Cl | 101 | -1.2
CCOC(=O)N1CCN(C(=O)c2ccc3c(c2)sc2nc(-c4ccc(OC)cc4)cn23)CC1 | 106 | 1.6
Cc1ccc(-c2nnc(-c3cc4c(ccc5ccccc54)oc3=O)o2)cc1 | 99 | -0.7
CCN(CC)c1nc(N)c2c(N)nc3c(c2c1C#N)CC(c1ccccc1)O3 (stereo not drawn) | 106 | 0.4
COc1ccc(COC(=O)C2=C(C)NC3(O)c4ccccc4C(=O)C23O)cc1 (stereo not drawn) | 101 | -0.2
COc1ccc(CCNC(=O)c2ccc(Cn3c(=O)c4ccccc4n(Cc4ccc(C)cc4)c3=O)cc2)cc1OC | 107 | 0.3
CC(C)C(=O)n1nc(-c2cccnc2)nc1NCc1cccs1 | 105 | 0.7
O=C(/C=C/c1ccccc1)NCC1COc2ccccc2O1 (stereo not drawn) | 100 | -0.1
CC(C)N1CC(O)=C(c2nc(-c3ccc(F)cc3)cs2)C1=N | 102 | 0
CCCNC(=O)C1CCC(Cn2c(=O)c3sccc3n(CC(=O)N3CCC(C)CC3)c2=O)CC1 (stereo not drawn) | 100 | -1.4
(further entries)
SMILES | PV pol inh | PV pol inh FP z-score
CCc1c(C)nc2ncnn2c1Nc1cc(Cl)c(OC)cc1OC | 102 | 0.3
COC(=O)/C(=C/c1ccco1)NC(=O)c1ccccc1 | 101 | 0.1
CN(Cc1cn(-c2ccccc2)nc1-c1ccc(Cl)cc1)C(=O)CCc1ccco1 | 105 | 0.3
CSc1nc(-c2ccccn2)nc(N)c1C#N | 113 | 1.7
Cc1ccc(CC(=O)NC(C)C(C)(C)C)cc1 (stereo not drawn) | 101 | -0.3
COc1ccc(NC(=O)c2cn(-c3ccccc3)nc2-c2ccc(C)cc2)cc1 | 104 | -0.2
CCOC(=O)c1c(NC(=O)COC(=O)C2CCC(=O)N2)sc2c1CCCC2 (stereo not drawn) | 103 | 0
CCOC(=O)C1CC(CC2OCCO2)=NO1 (stereo not drawn) | 108 | 0.7
NC(=O)CSc1oc(-c2cccs2)nc1S(=O)(=O)c1ccc(Br)cc1 | 109 | 1.1
O=C(CSc1nc2ccccc2nc1N1CCCCC1)N1CCN(c2ccc(Cl)cc2)CC1 | 100 | -0.2
CCc1nn2c(-c3ccco3)ccnc2c1-c1ccccc1 | 106 | 0.3
COc1ccccc1OCC#CCN1CCCc2ccccc21 | 102 | 0.3
Cc1cc(C)c2c(CC(=O)N3CCCc4ccccc43)coc2c1 | 98 | -1.3
CC(=O)N(C)c1nc(-c2ccccc2)cs1 | 102 | 0
COc1ccc(C(=O)c2cnc3ccc(F)cc3c2N2CCN(c3ccccc3OC)CC2)cc1 | 98 | -2
CCOC(=O)c1c(C)oc2ccc(N(C(=O)c3ccncc3)S(=O)(=O)c3ccc(CC)cc3)cc12 | 101 | -0.3
O=S(=O)(Cc1noc(-c2ccccc2Cl)n1)Cc1ccco1 | 105 | 0.8
COc1ccc(-c2nc(CSCC(=O)NCCC(C)C)c(C)o2)cc1OC | 102 | -0.4
Cc1oc2ccc(O)c(CN3CCN(C)CC3)c2c1C(=O)Nc1cccc(C(F)(F)F)c1 | 102 | -1.3
COC(CN(C)C(=O)c1cn(C)c2ccc(S(=O)(=O)N3CCC(C)CC3)cc2c1=O)OC | 102 | 1.2

An excerpt taken from the entries so far, as a working copy:
SMILES | PV pol inh | PV pol inh FP z-score
CC(C)N1CC(O)=C(c2nc(-c3ccc(F)cc3)cs2)C1=N | 102 | 0
CCCNC(=O)C1CCC(Cn2c(=O)c3sccc3n(CC(=O)N3CCC(C)CC3)c2=O)CC1 (stereo not drawn) | 100 | -1.4
CCc1c(C)nc2ncnn2c1Nc1cc(Cl)c(OC)cc1OC | 102 | 0.3
COC(=O)/C(=C/c1ccco1)NC(=O)c1ccccc1 | 101 | 0.1
CN(Cc1cn(-c2ccccc2)nc1-c1ccc(Cl)cc1)C(=O)CCc1ccco1 | 105 | 0.3
CSc1nc(-c2ccccn2)nc(N)c1C#N | 113 | 1.7
Cc1ccc(CC(=O)NC(C)C(C)(C)C)cc1 (stereo not drawn) | 101 | -0.3
COc1ccc(NC(=O)c2cn(-c3ccccc3)nc2-c2ccc(C)cc2)cc1 | 104 | -0.2
CCOC(=O)c1c(NC(=O)COC(=O)C2CCC(=O)N2)sc2c1CCCC2 (stereo not drawn) | 103 | 0
CCOC(=O)C1CC(CC2OCCO2)=NO1 (stereo not drawn) | 108 | 0.7
NC(=O)CSc1oc(-c2cccs2)nc1S(=O)(=O)c1ccc(Br)cc1 | 109 | 1.1
O=C(CSc1nc2ccccc2nc1N1CCCCC1)N1CCN(c2ccc(Cl)cc2)CC1 | 100 | -0.2
CCc1nn2c(-c3ccco3)ccnc2c1-c1ccccc1 | 106 | 0.3
COc1ccccc1OCC#CCN1CCCc2ccccc21 | 102 | 0.3
Cc1cc(C)c2c(CC(=O)N3CCCc4ccccc43)coc2c1 | 98 | -1.3
CC(=O)N(C)c1nc(-c2ccccc2)cs1 | 102 | 0
COc1ccc(C(=O)c2cnc3ccc(F)cc3c2N2CCN(c3ccccc3OC)CC2)cc1 | 98 | -2
CCOC(=O)c1c(C)oc2ccc(N(C(=O)c3ccncc3)S(=O)(=O)c3ccc(CC)cc3)cc12 | 101 | -0.3
O=S(=O)(Cc1noc(-c2ccccc2Cl)n1)Cc1ccco1 | 105 | 0.8

In another format: results already given.
Compound	PV pol inh	PV pol inh FP z-score
Cc1cc(C)c2c(CC(=O)N3CCCc4ccccc43)coc2c1	98	-1.3
COC(CN(C)C(=O)c1cn(C)c2ccc(S(=O)(=O)N3CCC(C)CC3)cc2c1=O)OC	102	1.2

Continuation.
SMILES | PV pol inh | PV pol inh FP z-score
Cc1ccc2c(CC(=O)NCc3ccccc3)coc2c1C | 1.0* | -8.1*
CCN(CC)C(=O)c1cccc(S(=O)(=O)N(C)C)c1 | 103 | 0.5
CC(C)CNS(=O)(=O)c1ccc(CCC(=O)N2CCN(c3ccccc3)CC2)cc1 | 101 | 0
CSc1ncc(C(=O)NCc2ccccc2Cl)c(C(F)(F)F)n1 | 105 | -0.2
O=C(COc1ccc(F)cc1)NCC(c1ccc(Cl)cc1)N1CCCCC1 (stereo not drawn) | 104 | 0.1
CCOc1ccc(CNC(=O)c2c(C)nn(-c3ccc(F)cc3)c2-n2cccc2)cc1 | 121 | 3.2
O=C(O)c1n[nH]c2c1CCCCC2 | 102 | 0
CCCc1cc(N2CCN(c3ccccc3)CC2)n2c(nc3ccccc32)c1C#N | 103 | 0.4
O=C(OCC1CC(c2ccccc2)=NO1)c1ccc(Cl)cc1 (stereo not drawn) | 102 | 0.2
CCOC(=O)N1CCC(N2C(=O)c3ccc(C(=O)O)cc3C2=O)CC1 | 103 | 0.6
C/C(CCc1ccc2c(c1)OCO2)=N\N1C(=N)SC(C(=O)Nc2ccc(C(=O)O)cc2)CC1=O (stereo not drawn) | 104 | 0.2
COc1cccc2cc(C(=O)NCCc3c(C)[nH]c4ccc(OC(F)(F)F)cc34)c(=O)oc12 | 107 | 0.3
Cc1ccc(NC(=O)Cn2cc(S(=O)(=O)c3ccccc3)c(=O)c3cc4c(cc32)OCO4)cc1 | 109 | 0.4
CCN(C(=O)c1sc2nc3n(c(=O)c2c1C)CCCCC3)c1ccccc1F | 109 | 0.6
Cn1c(Cc2cccs2)nnc1SCc1ccc(C(=O)Nc2ccccc2)cc1 | 116 | 2.2
O=C1Nc2ccccc2C1(C(F)(F)F)C(F)(F)F | 100 | 0
COc1ccc(NC(=O)c2ccc3c(=O)n(Cc4ccco4)c(=S)[nH]c3c2)cc1OC | 99 | -0.4
CCOC(=O)C1CCCN(C(=O)Cc2ccc(OC)c(OC)c2)C1 (stereo not drawn) | 100 | -0.1
COc1ccccc1NC(=O)CCN1CCC(C(N)=O)CC1 | 101 | -0.5
O=C(CN1C(=O)COc2ccc(S(=O)(=O)N3CCOCC3)cc21)N1CCN(c2cccc(C(F)(F)F)c2)CC1 | 106 | 0.4
CC1CCC(N2CC(=O)N(C3CCCCC3)C(c3ccc(Cl)cc3)C2=O)CC1 (stereo not drawn) | 115 | 1.2
C=CCNc1nc(NCc2ccco2)nc(OCC)n1 | 104 | 0.6
CN1CC(CNC(=O)OCc2ccccc2)CC2c3cccc4c3c(cn4C)CC21 (stereo not drawn) | 99 | 0.1
NC(=O)COc1coc(CN2CCN(c3ccccc3)CC2)cc1=O | 100 | -0.9
CC(Oc1ccc(C(C)(C)C)cc1)C(=O)O (stereo not drawn) | 97 | -0.5
N#Cc1cc2c([nH]c1=S)CCCC2 | 98 | -0.4
CCCCN(C)CCCNC(=O)c1cc(=O)[nH]c2ccc(S(=O)(=O)N3CCCCC3)cc12 | 108 | -0.7
O=C(NCc1cccs1)c1cnc2sccn2c1=O | 100 | -0.6
COc1ccc(OC)c(CNC(=O)C2CCCN(c3ncnc4onc(-c5ccc(F)cc5)c34)C2)c1 (stereo not drawn) | 113 | 0.8
CN1/C(=C2\C=NN(c3ccccc3)P2(=O)N2CCCC2)C(C)(C)c2ccccc21 (stereo not drawn) | 106 | 0.4

A portion of the library (hit frequency here may not be typical).
